# BoNT A protease: inhibitors of Botulinum neurotoxin A light chain protease | multiplex microsphere protease substrate cleavage, flow cytometry | inhibition, % at 10 µM | 360,000 tested, 0.17% active | AID 588499; in the data active = inhibition above about 30%; inconclusive = no clear call, values can overlap the other calls; note: plate controls were buffer without enzyme for full effect and enzyme alone for no effect
# BoNT F protease: blocks Botulinum neurotoxin F light chain protease; inhibition, % at 10 µM; 360,000 tested, 0.22% active; Multiplex microsphere protease cleavage assay, flow cytometry; in the data active = inhibition above about 35%, passing the limit was not always enough; inconclusive = no clear call, values can overlap the other calls; note: plate controls were buffer without enzyme for full effect and enzyme alone for no effect
# FBA Mtb inh: inhibitors of M. tuberculosis fructose-bisphosphate aldolase; P9WQA3; purified M. tuberculosis FBA, fluorescence read-out; inhibition, % at 1 µM; 360,000 tested, 2.3% active; AID 588726; in the data active = inhibition above about 27%;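 note: 0% = vehicle and 100% = reference inhibitor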
# Target sequence (P9WQA3 whole entry, looked up): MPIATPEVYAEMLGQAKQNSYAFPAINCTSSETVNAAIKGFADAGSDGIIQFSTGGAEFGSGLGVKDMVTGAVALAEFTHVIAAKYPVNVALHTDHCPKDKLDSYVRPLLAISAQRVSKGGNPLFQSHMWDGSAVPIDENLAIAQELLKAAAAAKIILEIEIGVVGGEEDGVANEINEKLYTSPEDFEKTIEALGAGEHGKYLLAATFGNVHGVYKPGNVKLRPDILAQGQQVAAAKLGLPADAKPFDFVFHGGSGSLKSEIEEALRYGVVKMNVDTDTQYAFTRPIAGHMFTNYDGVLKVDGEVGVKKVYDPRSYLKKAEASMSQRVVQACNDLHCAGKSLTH
# UGM FP inh: inhibitors of M. tuberculosis UDP-galactopyranose mutase. P9WIQ1. 320,000 tested, 0.06% active. inhibition, % at 10 µM. purified UGM, fluorescence polarization probe displacement; in the data active = inhibition above about 10%, passing the limit was not always enough; inconclusive = no clear call, values can overlap the other calls
# Target sequence (P9WIQ1 whole entry, looked up): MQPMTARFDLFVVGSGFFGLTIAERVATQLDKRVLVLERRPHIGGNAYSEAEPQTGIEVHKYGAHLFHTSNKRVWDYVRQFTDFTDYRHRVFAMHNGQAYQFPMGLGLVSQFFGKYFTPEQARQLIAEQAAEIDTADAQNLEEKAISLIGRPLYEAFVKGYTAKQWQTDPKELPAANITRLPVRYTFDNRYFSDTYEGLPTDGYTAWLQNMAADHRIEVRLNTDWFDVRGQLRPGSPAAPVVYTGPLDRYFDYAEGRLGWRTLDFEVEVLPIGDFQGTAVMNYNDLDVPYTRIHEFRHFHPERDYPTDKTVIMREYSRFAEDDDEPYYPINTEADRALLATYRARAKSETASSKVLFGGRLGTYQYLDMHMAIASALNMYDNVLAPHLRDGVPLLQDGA
# FadD28 binding: blocks FadD28 binding to the bisubstrate probe | fluorescence polarization | inhibition, % at 12.5 µM | 360,000 tested, 0.22% active; in the data active = inhibition above about 8.5%, passing the limit was not always enough; inconclusive = no clear call, values can overlap the other calls
# PrPC surface inh: cell surface PrPC inhibition, primary TR-FRET screen; P04156; TR-FRET read-out; inhibition, % at 13.8 µM; 370,000 tested, 0.43% active; in the data active = inhibition above about 24%; note: 0% = median of the test wells and 100% = reference compound wells
# CCHFV vOTU inh: blocks the CCHF virus ovarian tumor domain protease; 370,000 tested, 0.55% active; inhibition, % at 11.5 µM; CCHFV vOTU protease, Pep-AMC fluorescence; note: 0% = vehicle wells with enzyme and 100% = no enzyme wells
# Mtb BioA inh: blocks M. tuberculosis BioA enzyme activity. purified M. tuberculosis BioA enzyme, plate reader. inhibition, % at 9.99 µM. 360,000 tested, 0.096% active; in the data active = inhibition above about 40%; inconclusive = no clear call, values can overlap the other calls
# GDH-TPI counter: counter-screen for M. tuberculosis FBA inhibitors: GDH-TPI coupled enzymes. GDH-TPI coupled enzyme counterscreen, NADH absorbance. inhibition, % at 4.8 µM. 360,000 tested, 1.2% active;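 note: 0% = DMSO wells and 100% = wells lacking the enzyme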
# * marks the source's active call; other numbers are inactive results; ? = inconclusive; . = no result given; & = joins results of further samples. Cut-off read from the data, not from the text of the source, unless noted: active = inhibition above about 30%; inactive = the rest.
smiles	CCHFV vOTU inh	BoNT A protease	FadD28 binding	UGM FP inh	GDH-TPI counter	Mtb BioA inh	PrPC surface inh	BoNT F protease	FBA Mtb inh
COCCCNC1=C(C#N)C(=O)NC(c2cccs2)S1 (configuration not stated)	3	-0.3	0.9	.	-4	-0.4	0	2	-2
Cc1ccc(Cn2cccc(NS(C)(=O)=O)c2=O)cc1	3	-1.8	0.2	.	7	2.4	6	-20	1
Cc1nn(CC(=O)Nc2cccnc2)c(C)c1[N+](=O)[O-]	5	0.7	1.7	-3.1	-9	1.6	-5	-1	3
CNC(=S)N1CCN(CCNC2=CC(=O)CC(C)(C)C2)CC1	-7	-0.1	-2.5	-1.0	-1	1.2	-1	1	1
CC(Sc1nccn1C)C(=O)NC1(C#N)CCCCC1 (configuration not stated)	4	.	-2.0	.	-1	-0.1	9	.	0
Cn1nnnc1SCC(=O)Nc1nc(-c2ccccc2)c(-c2ccccc2)o1	13	-0.8	1.7	3.6	14	-0.9	-6	-2	4
Cc1nnc(NCCc2ccccc2)c2ccccc12	-9	-0.4	-7.5	1.1	13	1.3	-1	-39	0
O=C(NCc1ccco1)c1cnn2c(C(F)F)cc(-c3ccccc3)nc12	2	0.0	-2.0	2.3	14	-2.7	-7	9	-1
O=C(Nc1ccc(F)cc1)c1ccc2snnc2c1	3	-1.4	-2.2	5.2	5	6.3	-3	6	46*
COc1ccccc1CNC(=S)Nc1ccc(S(N)(=O)=O)cc1	.	-1.5	-0.5	-1.0	20	4.7	.	27	1
CC(CC(=O)Nc1ccc2c(c1)c(=O)n(C)n2Cc1cccc(C(F)(F)F)c1)C(F)(F)F (configuration not stated)	-37	-0.1	-4.7	.	5	-0.7	6	4	126*
CCOC(=O)C1CCCN(C(=O)Cn2ncc3c(=O)oc4ccc(C)cc4c32)C1 (configuration not stated)	.	-1.1	-0.1	.	-1	-1.5	.	-17	3
Cc1ccc(-c2c(C)sc(NC(=O)C3C4CCC(O4)C3C(=O)O)c2C(=O)OC(C)C)cc1 (configuration not stated)	12	-0.3	-2.9	2.0	9	.	-5	1	3
COc1cccc(NC(=O)Nc2cc(Cl)ccc2C)c1	-8	0.5	-0.9	-2.9	7	.	20	-7	-1
COc1ccc(CNC(=O)CCCC(=O)n2nc(C)c3ccccc32)cc1	3	-1.1	-1.4	-0.7	7	-1.9	4	1	-2
Cc1cccc(CCNC(=O)C2CCN(S(=O)(=O)c3ccccc3)CC2)c1	6	-0.5	-2.2	-4.7	-1	.	-10	-3	16
CN(Cc1cccc(F)c1)C(=O)CSc1nnc(C2CC2)n1C1CC1	0	.	-2.2	.	6	0.0	-2	.	5
CCOCCCN(C)C1CCN(C(=O)c2oc3ccccc3c2NC(=O)COc2cccc(C)c2)CC1	7	0.4	-6.0	1.6	-11	1.1	-3	2	-2
CCOC(=O)c1ccc(NC(=O)CSc2nc3cccnc3n2C)cc1	24	0.0	-4.4	-0.1	-7	-2.4	12	-7	-13
COc1ccc([N+](=O)[O-])cc1C(=O)Nc1ccc(Cc2ccncc2)cc1	3	-0.8	-2.8	-3.5	1	.	1	-5	0
COc1ccc(NC2CCCN(C(=O)c3cc4ncccn4n3)C2)cc1 (configuration not stated)	25	0.5	-1.1	-0.1	-2	4.3	-5	2	0
COc1cccc2c(N/N=C/c3ccc(O)c(O)c3)cc(C)nc12	-16	-1.2	-1.7	-1.3	4	-0.4	8	?	9
OCCOCCNc1ncnc2sc(-c3ccccc3)cc12	0	0.3	-7.7	3.2	15	2.3	-8	-14	32*
N#Cc1ccccc1OCC(=O)NC(N)=O	1	1.1	-3.9	3.8	0	-0.3	1	2	3
CC(=O)Nc1cnc(-c2ccc3c(c2)OCO3)cn1	24	0.2	2.1	.	14	0.6	-6	-2	1
CCOCCCN(C)C1CCN(C(=O)c2oc3ccccc3c2NC(=O)Cc2cccc([N+](=O)[O-])c2)CC1	20	1.1	0.5	-2.1	4	-1.6	-6	2	-1
S=C(c1ccc[nH]1)N1CCOCC1	-2	-1.1	-4.9	-0.9	3	-1.5	2	-5	-1
CCOC(=O)CN1C(c2ccccc2O)Nc2ccc(Br)cc2C1c1ccccc1 (configuration not stated)	-2	-0.6	-2.3	2.6	-6	.	4	0	1
CC(C)(Cc1ccc(O)cc1)NC(=O)c1ccccc1	3	.	-1.9	-4.4	18	-0.6	0	.	2
COc1ccc(NC(=S)N2CCN(c3ccccn3)CC2)cc1	-4	0.1	2.4	0.1	5	.	-2	-4	4
O=C1CC(N2CCC(c3nc4ccccc4s3)CC2)C(=O)N1 (configuration not stated)	17	0.1	-0.2	-0.5	-1	2.1	-4	0	-5
CC1CCCC(C)N1C(=O)c1cc2ncc(CCCl)cn2n1 (configuration not stated)	7	-0.3	-2.9	2.5	2	.	-3	-7	-1
NC(=O)C1(N2CCCCC2)CCN(C(=O)c2cccs2)CC1	7	-1.0	-0.6	2.6	5	0.2	-7	-11	-1
CC(C)CN1CCC(=O)N([C@H](CN=[N+]=[N-])Cc2ccccc2)CC1	7	-0.3	-2.7	0.4	-8	0.0	2	-8	0
Cc1ccc2c3c([nH]c2c1C)-c1nonc1CC3	-2	0.4	-2.9	-2.1	9	-0.1	1	?	2
O=C(c1ccc(S(=O)(=O)Nc2ccccc2F)cc1)N1CCN(c2ccccn2)CC1	-1	0.7	0.0	.	5	0.7	-2	-1	5
N#Cc1ccccc1NC(=O)COC(=O)CN1C(=O)C2CCCCC2C1=O (configuration not stated)	16	-0.1	-0.4	4.1	14	-6.0	8	-2	1
O=[N+]([O-])c1ccccc1S(=O)(=O)NC1CCCCCCC1	5	0.1	-2.1	-0.2	7	-1.3	-16	5	0
CCOC(=O)c1c(C)[nH]c(C)c1S(=O)(=O)N(C)CC(=O)Nc1cccc(F)c1	0	-0.2	-3.6	1.3	-14	-0.1	7	-7	-2
CCNC(=S)NNC(=O)c1ccc(=O)n(Cc2ccccc2)c1	4	0.1	-1.9	0.1	1	-0.1	5	-2	-1
O=c1cc(-c2ccccc2)[nH]c2cc(F)ccc12	5	0.1	-2.1	0.1	13	-2.4	9	-7	6
O=C1C=C(c2ccc(C(=O)O)cc2)C[C@@H](c2ccc3c(c2)OCO3)C1	16	0.4	-0.5	4.5	19	1.4	0	-5	4
COCCNC(=S)N1CCN(C(=O)C(=O)Nc2ccc(C(=O)OC)cc2)CC1	6	-0.3	0.8	-0.4	4	.	-1	-6	-1
COc1ccc(N2CCN(C(=O)CNS(=O)(=O)c3ccc(C)cc3)CC2)cc1	-9	-0.2	-0.3	-0.2	0	.	12	0	0
Cc1ccc(CNS(=O)(=O)c2cc(F)ccc2CN2C(=O)c3cccnc3C2=O)o1	16	0.5	0.5	1.2	6	-3.2	-5	2	1
Cc1ccc(S(=O)(=O)NC(C)(C)CN2CCc3ccccc3C2)cc1	14	0.0	-2.6	-2.8	1	-1.2	-10	-1	3
COc1ccc([N+](=O)[O-])cc1NC(=O)C(C)OC(=O)C1CCCC1 (configuration not stated)	3	1.5	1.0	0.6	9	8.4	-5	-2	-2
Cc1ccc(CNS(=O)(=O)c2ccc(C(C)(C)C)cc2)n1C	-1	2.9	-0.5	-2.0	-2	-1.7	10	-37	0
CCn1c(Cc2ccccc2)nnc1SCC(=O)Nc1nc2ccccc2s1	10	0.8	-4.7	3.8	12	-0.4	5	6	-4
c1cc2c(cc1CN1CCNCC1)OCO2	.	0.2	-3.7	2.8	-9	.	.	7	-2

# 3 compounds from above, reduced to PrPC surface inh, CCHFV vOTU inh and BoNT F protease.
Molecule | PrPC surface inh | CCHFV vOTU inh | BoNT F protease
CCOC(=O)c1c(C)[nH]c(C)c1S(=O)(=O)N(C)CC(=O)Nc1cccc(F)c1 | 7 | 0 | -7
CCNC(=S)NNC(=O)c1ccc(=O)n(Cc2ccccc2)c1 | 5 | 4 | -2
O=c1cc(-c2ccccc2)[nH]c2cc(F)ccc12 | 9 | 5 | -7

# (further entries)
smiles	CCHFV vOTU inh	BoNT A protease	FadD28 binding	UGM FP inh	GDH-TPI counter	Mtb BioA inh	PrPC surface inh	BoNT F protease	FBA Mtb inh
COc1ccc(NC(=O)Cn2c3ccccc3c3nc4n(c(=O)c32)CCS4)cc1OC	4	.	-0.5	0.5	17	-1.3	-5	.	0
O=C(NCc1ccco1)c1cnccn1	14	-0.8	1.0	-0.4	4	-1.2	6	-11	0
CCOC(=O)c1cc[nH]c1CC(=O)NC	-5	2.5	-1.5	-0.2	4	0.2	0	-6	2
CCOC(=O)c1cc(-c2ccc(N3CCOCC3)cc2)nn1-c1ccc(F)cc1F	-2	1.0	0.1	0.7	11	.	5	-4	1
COc1ccc(C(=O)n2c(SC)nc3cc4c(cc32)OCCO4)cc1	9	1.5	-2.7	0.3	-3	0.1	-2	12	1
COc1ccc([C@H]2CC(=O)C=C(c3ccc4c(c3)sc3ccccc34)C2)cc1	2	0.2	-0.6	-1.3	6	-0.5	-11	-6	1
O=C1N(Cc2cccnc2)C[C@@H]2C[C@@H](c3ccc4nsnc4c3)N3CCC[C@@]123	3	2.9	-2.3	-1.9	-2	.	-30	0	-1
COCCn1c(SCC(=O)Nc2ccc(N3CCOCC3)cc2)nc2ccccc21	6	-0.4	0.1	3.1	4	.	6	1	2
COc1ccccc1OCC(=O)Nc1c2c(nn1-c1ccccc1)CS(=O)(=O)C2	-3	1.7	-0.5	0.9	7	-0.3	0	8	1
CCCOC(=S)Nc1ccccc1	-8	0.1	-1.2	-0.7	-9	1.2	1	-12	2
O=C1CC[C@@H]2C[C@@]3(C[C@@H]4CCN1[C@H]24)Nc1cc([N+](=O)[O-])ccc1NC3=NCc1ccccc1	3	0.0	-1.0	.	13	0.8	-18	9	-5
Cc1ccc(C(O)(CNCc2ccccc2)c2ccccc2)cc1 (configuration not stated)	-11	0.0	-1.5	3.3	-2	0.0	10	-15	2
COc1ccnc(CSC(N)=Nc2ccccc2OC)c1	5	-0.6	-4.9	-1.8	-11	-0.7	-12	-15	0
COc1cccc(Oc2cn[nH]c2-c2ccc(O)cc2O)c1	-3	1.1	-2.8	3.2	-3	0.0	-7	-9	0
Cc1csc(NC(=O)CNC(=O)OCc2ccccc2)n1	-7	0.5	-3.4	3.1	-1	-1.2	10	-1	2
C=CCOc1cccc(/C=N/NC(=O)C(=O)NCc2ccco2)c1	15	-0.2	-0.3	-0.9	18	.	15	1	-2
Cc1ccc(CNc2ccc([N+](=O)[O-])cc2C(N)=O)cc1	7	0.2	-6.1	-0.2	13	-1.2	-8	3	-5
O=c1c2c(C(F)(F)F)cc(C(F)(F)F)nc2[nH]n1-c1ccccc1	-2	-3.0	0.2	0.9	3	-0.7	-5	-32	-9
Cc1ccc(S(=O)(=O)CC(=O)N2CC(C)OC(C)C2)cc1 (configuration not stated)	-5	0.2	-0.6	-0.7	4	-1.5	-3	0	1
COc1ccc(S(=O)(=O)N2CCOCC2)cc1NC(=O)CCc1cc(OC)c(OC)c(OC)c1	0	.	-0.9	0.9	-3	0.4	-1	.	1
CCCCN1C(=O)C(CC(=O)NCc2cccs2)CC(C(=O)N2CCCCCC2)=C1C (configuration not stated)	-7	0.0	.	.	.	.	3	2	.
Cc1ccc(S(=O)(=O)N2C(=O)CCC2C(N)=O)cc1 (configuration not stated)	-2	-0.3	-4.0	0.2	-4	-1.4	1	4	-4
CN(C)/C=N/c1ncc(C(=O)c2ccc3ccccc3c2)s1	14	1.3	-16	2.8	21	3.0	-21	2	4
Cc1ccc(C)c(OCC(=O)Nc2cccc(C(=O)O)c2)c1C	-7	-0.3	-4.1	1.3	0	-0.2	2	-8	-1
Cc1ccc(OC(=O)N(C)C[C@@H]2OCc3cnnn3CCCC(=O)N([C@H](C)CO)C[C@@H]2C)cc1	-6	-0.4	-1.9	.	-4	0.0&-3.6	3	0	1

# High-throughput results as filed in PubChem.

# Hits appear at their usual frequency, and some 4.8% of all compounds hit somewhere here.
